Source: PubChem BioAssay (Icahn School of Medicine at Mount Sinai)
ROC1-CUL1 inh – inhibitors of human ROC1-CUL1 ubiquitin ligase activity | E3 ubiquitin-protein ligase RBX1 (Homo sapiens) + Cullin-1 (Homo sapiens), P62877+Q13616 | in vitro K48 di-Ub FRET, acceptor:donor ratio, 45 min | inhibition, % at 10 µM | 140,000 compounds, 0.6% hits; in the data active = inhibition above about 25%
Target sequence (P62877 whole entry, looked up): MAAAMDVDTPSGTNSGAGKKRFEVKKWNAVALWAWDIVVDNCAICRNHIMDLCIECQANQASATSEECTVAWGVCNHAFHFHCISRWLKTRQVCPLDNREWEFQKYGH
Target sequence (Q13616 whole entry, looked up): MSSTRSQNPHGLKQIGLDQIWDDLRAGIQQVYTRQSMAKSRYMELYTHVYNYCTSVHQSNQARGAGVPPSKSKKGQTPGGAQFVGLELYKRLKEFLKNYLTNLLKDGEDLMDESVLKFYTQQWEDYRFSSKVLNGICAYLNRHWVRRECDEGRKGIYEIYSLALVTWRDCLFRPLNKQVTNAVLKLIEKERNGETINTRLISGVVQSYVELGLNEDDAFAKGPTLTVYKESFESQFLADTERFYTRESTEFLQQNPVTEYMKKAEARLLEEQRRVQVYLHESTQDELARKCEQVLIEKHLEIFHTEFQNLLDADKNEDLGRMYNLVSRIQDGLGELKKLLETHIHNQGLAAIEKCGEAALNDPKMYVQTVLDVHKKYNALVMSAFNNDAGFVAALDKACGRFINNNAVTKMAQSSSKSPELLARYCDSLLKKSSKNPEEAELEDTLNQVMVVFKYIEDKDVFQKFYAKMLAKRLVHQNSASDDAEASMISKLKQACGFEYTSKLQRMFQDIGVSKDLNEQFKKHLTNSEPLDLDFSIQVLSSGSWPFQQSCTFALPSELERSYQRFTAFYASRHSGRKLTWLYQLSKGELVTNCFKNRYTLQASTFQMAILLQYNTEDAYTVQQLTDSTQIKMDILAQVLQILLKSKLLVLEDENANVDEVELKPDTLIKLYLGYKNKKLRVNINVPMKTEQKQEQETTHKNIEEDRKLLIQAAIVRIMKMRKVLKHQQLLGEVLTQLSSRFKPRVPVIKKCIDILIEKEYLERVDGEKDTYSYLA
* hit, by the source's call.

SMILES	ROC1-CUL1 inh
COc1ccc(N2CCN(Cc3nc4ccccc4n3C)CC2)cc1	2.1
CN(C)CCC1c2ccccc2CSc2ccccc21 (stereo unspecified)	-2.3
CCc1noc(C)c1C(=O)Nc1ccccc1C(C)CC (stereo unspecified)	-6.9
COc1ccc(CC(=O)Nc2sc3c(c2C(=O)Nc2ccc(C)cc2)CCCCC3)cc1	-0.5
O=C(CCSc1nc(-c2ccccc2)cs1)N1CCCC1	-4.1
Cc1sc(NC(=O)/C=C/c2ccc(Cl)cc2Cl)c(C(N)=O)c1C	1.3
C=CCSc1nnc2c(n1)OC(c1cc(C)ccc1C)N(C(C)=O)c1ccccc1-2 (stereo unspecified)	0.4
CN1c2ccccc2Oc2nnc(N3CCCCC3)cc21	6.8
CCOC(=O)C1(Cc2ccccc2Cl)CCN(C(=O)c2ccc[n+]([O-])c2)CC1	6.8
O=C(N/N=C/c1ccncc1)c1ccc(Cl)cc1Cl	4.5
Cc1ccc2onc(CC(=O)N3CCN(c4ccc(Cl)cc4)CC3)c2c1	1.4
CCOC(=O)C1(C/C=C/c2ccccc2)CCCN(Cc2ccncc2)C1 (stereo unspecified)	-9.5
CC1Cn2c(C(=O)NCCc3ccc(Cl)cc3)cc3cccc(c32)S1 (stereo unspecified)	-7.0
CCCCNC(=O)NNC(=O)c1ccc(F)cc1	-3.4
Cc1ccc(NC(=O)CN2C(=O)CSc3ccc(S(=O)(=O)N(C)C)cc32)c(C)c1	1.7
O=C1C2=C(CCCC2)N(c2ccccc2)C(=O)C1S(=O)(=O)c1cc(Cl)c(Cl)cc1Cl (stereo unspecified)	7.7
COc1ccc(-c2ccc(NS(=O)(=O)c3ccc(C(C)=O)cc3)cc2)nn1	-0.7
Nc1cccc(Oc2ccc3c(c2)C(=O)NC3=O)c1	6.3
CC(c1ccncn1)N(C)C(=O)c1cn(Cc2ccccc2Cl)nn1 (stereo unspecified)	0.3
CCOC(=O)c1ccc(NC(=O)c2cn3c4c(ccc(Cl)c4c2=O)OC(C)C3)cc1 (stereo unspecified)	0.2
Cc1ccc(C(=O)Nc2ccc(S(=O)(=O)N3CCC(C)CC3)cc2)o1	-3.3
CC(=O)Oc1ccc2c(=O)c(-c3cnn(-c4ccccc4)c3)coc2c1C	-1.4
CCN(Cc1ccccc1)C(=O)c1cc(NC(=O)COC)cc2ncn(Cc3ccc(F)cc3)c12	-1.7
CCOC(=O)c1c(-c2ccc(-c3ccccc3)cc2)csc1NC(=O)c1ccc(N2C(=O)CCC2=O)cc1	2.2
Cc1ccc(S(=O)(=O)N2CCN(CC(=O)N/N=C\c3cccn3C)CC2)cc1	9.0
COc1ccc(-n2c(-c3ccc(Cl)cc3)cc3c2CC(C)(C)CC3=O)c(OC)c1	0.0
O=S(=O)(NCc1ccccc1Cl)c1ccc(-c2cnc(C3CC3)o2)cc1	-5.9
CC(C)c1ccc(CN(Cc2ccco2)c2cnc(S(C)(=O)=O)nc2C(=O)Nc2ccccc2)cc1	-4.3
Cc1oc2nc3c(c(=O)n(Cc4ccccc4F)c(=O)n3C)n2c1C	8.0
COc1ccc(-c2nn3c(C)nnc3s2)cc1N	3.4
COc1cccc(NC(=O)CSc2nc3ccccc3n2C)c1	4.0
CC1=CC(=O)C(C(c2ccc(C)cc2)N2CCC(C)CC2)C(=O)N1Cc1ccco1 (stereo unspecified)	4.1
O=C1/C(=C/c2cccc(Cl)c2Cl)SC(=S)N1c1cccc(Cl)c1	-8.9
COc1ccc(-c2nc3c(c(SCc4ccc(Br)cc4)n2)Cc2c(CO)cnc(C)c2O3)cc1	1.7
CCOC(=O)c1c[nH]c2cnccc12	12.2
CC1=NN(c2ccc(C)cc2)C(=O)/C1=C\C1C(=O)NC(=O)N(C(C)C23CC4CC(CC(C4)C2)C3)C1=O (stereo unspecified)	-0.6
COCCO[C@H]1[C@H](NC(=O)C(C)C)c2ccccc2C12CCN(C(=O)c1c(F)cccc1F)CC2	1.2
Cc1ccsc1CN(C(=O)c1oc2cc(Br)ccc2c1C)C1CCS(=O)(=O)C1 (stereo unspecified)	2.6
CC1C(Br)CC(c2ccccc2)S1(=O)=O (stereo unspecified)	0.0
Cc1ccccc1C(=O)Oc1cc(=O)n(C)c2ccccc12	1.9
N#Cc1ccccc1NC(=O)C(=O)NCC(c1cccnc1)N1CCN(c2ccccc2)CC1 (stereo unspecified)	-1.1
CCCCC1C(=O)C2=C(N(c3ccccc3)C1=O)C1(C)CCC2C1(C)C (stereo unspecified)	-10.9
COc1ccc(C2c3c(n[nH]c3-c3cccs3)OC(=N)C2C#N)cc1OC (stereo unspecified)	6.4
Cc1cccc(C)c1NC(=O)CSc1nnc(Cc2ccccc2)o1	2.5
C=CCNCc1ccc(OCC(O)CN(CC)CC)c(OC)c1 (stereo unspecified)	-2.0
CC(C)(CNS(=O)(=O)c1ccc(F)cc1)CNS(=O)(=O)c1ccc(F)cc1	-7.3
CCC(=O)Nc1ccc2nc(C)[nH]c2c1	-4.0
CCCCN1C(=O)C(=O)C(C(C)=O)C1c1ccc(F)cc1 (stereo unspecified)	-0.8
CCOC(=O)c1nnn(-c2nonc2N)c1Cn1cnc([N+](=O)[O-])n1	0.5
COCCN1C(=O)C(C(c2ccccc2OC)N2CCCCC2)C(=O)C=C1C (stereo unspecified)	-6.2
COCC(=O)N1CCC2(CCCN(Cc3ccccc3F)C2=O)C1 (stereo unspecified)	-1.7
O=C1NN(c2ccc(Cl)c(Cl)c2)C(=O)/C1=C/c1cccc(OC(=O)c2cccs2)c1	14.8
COc1ccc(OCc2cc(C(=O)N3CCCC(OC)C3)no2)c(Cl)c1 (stereo unspecified)	3.4
CCOc1ccccc1-n1nnc(-c2nc(-c3ccccc3C)no2)c1C	-5.0
CN(C)C(=O)c1c(NC(=O)c2ccccc2F)sc2c1CCCC2	-2.3
Cc1ccc2oc(C(=O)N(Cc3ccccc3)C3CCS(=O)(=O)C3)c(C)c2c1 (stereo unspecified)	-1.5
COc1cccc(CNC(=O)c2ccc3c(c2)nc2n3CCCCC2)c1OC	-0.6
CCc1ccc(-c2cc(C(=O)NCc3ccccn3)c3ccccc3n2)cc1	1.7
COC(=O)c1ccc(N=C2S/C(=C\c3cc(C)n(-c4ccccc4F)c3C)C(=O)N2C)cc1	-10.6
CSC1Nc2sc3c(c2C(=O)N1c1ccccc1)CC(C)(C)OC3 (stereo unspecified)	3.6
(more compounds)
SMILES	ROC1-CUL1 inh
O=C(Nc1ccccc1)N(Cc1ccc(F)cc1)c1ccccn1	5.8
O=C1CC(c2ccccc2)C2(O1)OC(=O)c1ccccc12 (stereo unspecified)	4.2
COc1ccc(-c2nc(CN3CCOCC3)c(C)o2)cc1C	1.0
Cc1coc2c1c(C)cc1oc(=O)c(CC(=O)NCc3ccc(Cl)cc3)c(C)c12	-6.2
CC(O)c1cccc(NC(=O)c2ccco2)c1 (stereo unspecified)	1.6
COc1ccc(CCNC(=O)c2ccc(Cn3c(=O)c4ccccc4n(Cc4ccccc4Cl)c3=O)cc2)cc1OC	10.9
Cc1cnc(CN(C)C(=O)Cc2c3c(n(CC(C)C)c2C)CC(C)(C)CC3=O)[nH]1	7.5
CCCOc1ccc(CNC(=O)C2CCN(c3nn4c(=O)cc(C)nc4s3)CC2)cc1	2.5
CN(CC1CCN(CCc2ccccc2F)CC1)C(=O)C1CCCN(C(N)=O)C1 (stereo unspecified)	4.7
CCCCn1c(=O)c2c(nc3n(CC(C)C)c(C)c(C)n23)n(C)c1=O	21.9
CCN(CC)C(=O)c1ccc(Nc2nnc(-c3ccc(C)c(S(=O)(=O)NC)c3)c3ccccc23)cc1	-5.6
COc1ccc(OC2CCN(C3CCCC3)CC2)c(C(=O)N2CCC[C@H]2CO)c1	2.6
CCCCc1ccc(NC(=O)c2cc3c(=O)n4ccccc4nc3s2)cc1	0.5
CC1(C(=O)Nc2cccc(C(F)(F)F)c2)Cc2ccccc2C(=O)O1 (stereo unspecified)	-5.1
COc1cccc(C(NC(=O)c2ccc(Cl)cc2)NC(=O)c2ccc(Cl)cc2)c1	-0.1
Cc1ccc(C)c(OC(=O)c2ccc(C(F)(F)F)cc2)c1	-4.0
Cc1cc(C)c2nc(N(Cc3cccnc3)C(=O)c3cccs3)sc2c1	0.4
COc1ccc(C)cc1S(=O)(=O)NCC(c1ccc(N(C)C)cc1)N1CCc2ccccc21 (stereo unspecified)	-1.3
Cc1ccccc1Nc1c2c(nc3nncn13)CCC2	6.3
c1ccc2[nH]c(CSc3nnc4sc5ccccc5n34)nc2c1	1.8

Individual results from the list:
Value for O=C(Nc1ccccc1)N(Cc1ccc(F)cc1)c1ccccn1 under ROC1-CUL1 inh: 5.8
Value for CC1(C(=O)Nc2cccc(C(F)(F)F)c2)Cc2ccccc2C(=O)O1 (stereo unspecified) under ROC1-CUL1 inh: -5.1
Value for Cc1cnc(CN(C)C(=O)Cc2c3c(n(CC(C)C)c2C)CC(C)(C)CC3=O)[nH]1 under ROC1-CUL1 inh: 7.5
Value for COc1ccc(-c2nc(CN3CCOCC3)c(C)o2)cc1C under ROC1-CUL1 inh: 1.0

Fetched by structure from the list above (6):
SMILES	ROC1-CUL1 inh
Cc1ccc(C(=O)Nc2ccc(S(=O)(=O)N3CCC(C)CC3)cc2)o1	-3.3
CC1Cn2c(C(=O)NCCc3ccc(Cl)cc3)cc3cccc(c32)S1 (stereo unspecified)	-7.0
O=C1/C(=C/c2cccc(Cl)c2Cl)SC(=S)N1c1cccc(Cl)c1	-8.9
COc1ccc(-c2nn3c(C)nnc3s2)cc1N	3.4
Cc1ccc(NC(=O)CN2C(=O)CSc3ccc(S(=O)(=O)N(C)C)cc32)c(C)c1	1.7
Cc1cccc(C)c1NC(=O)CSc1nnc(Cc2ccccc2)o1	2.5

(listing goes on)
SMILES	ROC1-CUL1 inh
CCN(CC)c1ccc(-n2cc3c(c2-c2ccc(C)cc2)c(=O)n(C)c(=O)n3C)cc1	-4.2
CCC(Sc1nc2ncnc(N)c2[nH]1)C(=O)O (stereo unspecified)	-3.1
Cc1ccccc1Nc1c(-c2c[nH]c3ccccc23)nc2cccc(C)n12	9.8
O=C(O)CCc1ccc(-c2ccccc2)n1-c1ccc(C(=O)O)cc1	8.3
CCOCCn1c(=O)c2c(nc3n(-c4ccccc4)c(C)c(C)n23)n(C)c1=O	-1.9
COC(=O)c1ccc(Br)o1	1.9
CCOC(=O)c1ccc(NC(=S)N2CCN(CCN=CC3C(=O)CC(C)(C)CC3=O)CC2)cc1	8.8
Cc1cccc(OC(=O)C2CCCC2)c1	8.3
Cc1cc(OC(C)C(=O)NC2CC2)cc(C)c1Cl (stereo unspecified)	-8.5
Cc1nc(N2CCCC(C(=O)N3CCOc4ccccc4C3)C2)nc2cc(S(C)(=O)=O)ccc12 (stereo unspecified)	6.1
C/C(=N\NC(=O)CCC(=O)Nc1ccccc1Cl)c1ccco1	3.7
N=c1oc2cc(O)ccc2cc1C(=O)Nc1cccc(C(F)(F)F)c1	3.3
COC(=O)c1ccccc1NC(=O)CCc1c(C)nc2cc(-c3ccc(Cl)cc3)nn2c1C	-8.1
CC(=Nc1sc2c(c1C#N)CCCC2)c1ccc(Cl)cc1	-6.0
COc1ccc(OCCCOc2ccc(/C=C3/C(=N)N4C=C(C)SC4=NC3=O)cc2)cc1	6.6
CCOC(=O)c1cnc2ccc(Cl)cc2c1Nc1ccc(S(=O)(=O)Nc2ncccn2)cc1	9.5
CC(C)(C)OC(=O)CCCCCNC(=O)N1OC2C=CC1CC2 (stereo unspecified)	-3.5
CCOc1ccc(CCNC(=O)c2sc3nc4n(c(=O)c3c2C)CCCC4)cc1OCC	-3.2
Cc1cc(C)cc(NC(=O)C(NC(=O)OC(C)(C)C)C(C)OCc2ccccc2)c1 (stereo unspecified)	-12.4
Cn1cnc([N+](=O)[O-])c1Sc1ccc(Br)cc1	-5.4

Given comma-delimited: part of the list above
molecule,ROC1-CUL1 inh
COc1ccc(OCCCOc2ccc(/C=C3/C(=N)N4C=C(C)SC4=NC3=O)cc2)cc1,6.6
CCOC(=O)c1cnc2ccc(Cl)cc2c1Nc1ccc(S(=O)(=O)Nc2ncccn2)cc1,9.5

Later entries
SMILES	ROC1-CUL1 inh
O=C(NCCN1CCCCC1=O)c1ccc2nc(Cc3ccccc3F)oc2c1	8.7
CCOc1cc(C)c(S(=O)(=O)n2ccc(C)n2)cc1C	6.8
O=C(Nc1ccc(C(=O)N2CCN(c3ccc(F)cc3)CC2)cc1)c1ccccc1	7.6
C=CCNCCCOc1c(C)cccc1Cl	-3.5
O=C(c1ccccc1)N1CCN(c2cc(Cl)ccc2Cl)CC1	1.6
CCOC(=O)C(Cc1c[nH]c2ccccc12)NC(=O)COc1ccc(Cl)c(C)c1 (stereo unspecified)	-2.5
COc1ccccc1-c1cc(C(F)(F)F)nc(S(=O)(=O)CCCC(=O)Nc2ccccc2F)n1	-0.3
COc1cc(C)c(C)cc1S(=O)(=O)N1CCN(c2ccc(F)cc2)CC1	-4.0
COCCOc1ccc(C(=O)NC(C)(C)C)cc1	9.0
CN1OC2C3CC(C4ON(C)C(c5ccccc5)C34)C2C1c1ccccc1 (stereo unspecified)	0.4
O=C(Nc1cc(-c2nc3ccccc3o2)ccc1Cl)c1cccc2c(Cl)cccc12	14.5
CCOC(=O)Cn1c(-c2cccs2)cc2cc(Cl)ccc21	4.7
O=C(Nc1ccccc1Oc1cccnc1)C1CCCN(C2CCOCC2)C1 (stereo unspecified)	3.6
O=C(O)CC1S/C(=N\N=C2CCCCCCC2)N(c2ccccc2)C1=O (stereo unspecified)	-7.2
CNC(=O)c1ccc(I)cc1	5.4
Cc1ccc(NC(=O)CSc2nnc(COc3ccc(Cl)cc3)o2)c(C)c1	-2.2
Cc1c(C)n(CC(O)CNc2ccccc2)c2ccccc12 (stereo unspecified)	-9.5
c1ccc(N2CCN(Cc3c[nH]c4ccccc34)CC2)nc1	-0.2
Cc1ccc(-n2nnnc2-c2cnoc2-c2cc(F)cc(F)c2)cc1	-6.3
COc1ccc(-n2ccnc(NCc3cccs3)c2=O)cc1	11.8
CC1=Nc2nc(CCCO)nn2C(c2ccccc2)C1C(=O)Nc1cccnc1 (stereo unspecified)	3.8
CCOC(=O)C1C(=O)CC(=O)C(C(=O)OCC)C1c1ccco1 (stereo unspecified)	4.7
COC(=O)c1cc(NC(=O)/C=C/c2cccs2)cc(C(=O)OC)c1	-5.0

Only part of the results is shown; count on the stated rates, not on these rows.
